Source: PubChem BioAssay (Johns Hopkins Ion Channel Center)
Kir21 inh: blocks the mouse Kir2.1 inward-rectifier potassium channel; 310,000 compounds, 0.85% hits; P35561; HEK293-Kir2.1, FluxOR thallium flux fluorescence; active compounds read low; B-score at 10 µM;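 active = fluorescence ratio B-score at or below minus 3 SD of library scores, with starting-brightness B-score within 2 SD, cut at about -4.2 in these data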;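 note: channel flux triggered by added potassium and thallium sulfate stimulus; B-score of peak minus minimum fluorescence over baseline after thallium stimulus; more negative B-score means stronger Kir2.1 block with less thallium influx; some compounds called inactive have numbers as strong as hits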
KCNQ2 inh: KCNQ2 potassium channel inhibitors, primary screen, cell-based, CHO-K1, FluxOR thallium flux, B-score (AID 2156). 20 min; active compounds read low. 310,000 compounds, 1.1% hits. B-score at 10 µM;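 active = fluorescence ratio B-score at most minus 3 library SDs, with starting brightness B-score within 2 library SDs, cut at about -5.5 in these data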
Target sequence (O88943 whole entry, looked up): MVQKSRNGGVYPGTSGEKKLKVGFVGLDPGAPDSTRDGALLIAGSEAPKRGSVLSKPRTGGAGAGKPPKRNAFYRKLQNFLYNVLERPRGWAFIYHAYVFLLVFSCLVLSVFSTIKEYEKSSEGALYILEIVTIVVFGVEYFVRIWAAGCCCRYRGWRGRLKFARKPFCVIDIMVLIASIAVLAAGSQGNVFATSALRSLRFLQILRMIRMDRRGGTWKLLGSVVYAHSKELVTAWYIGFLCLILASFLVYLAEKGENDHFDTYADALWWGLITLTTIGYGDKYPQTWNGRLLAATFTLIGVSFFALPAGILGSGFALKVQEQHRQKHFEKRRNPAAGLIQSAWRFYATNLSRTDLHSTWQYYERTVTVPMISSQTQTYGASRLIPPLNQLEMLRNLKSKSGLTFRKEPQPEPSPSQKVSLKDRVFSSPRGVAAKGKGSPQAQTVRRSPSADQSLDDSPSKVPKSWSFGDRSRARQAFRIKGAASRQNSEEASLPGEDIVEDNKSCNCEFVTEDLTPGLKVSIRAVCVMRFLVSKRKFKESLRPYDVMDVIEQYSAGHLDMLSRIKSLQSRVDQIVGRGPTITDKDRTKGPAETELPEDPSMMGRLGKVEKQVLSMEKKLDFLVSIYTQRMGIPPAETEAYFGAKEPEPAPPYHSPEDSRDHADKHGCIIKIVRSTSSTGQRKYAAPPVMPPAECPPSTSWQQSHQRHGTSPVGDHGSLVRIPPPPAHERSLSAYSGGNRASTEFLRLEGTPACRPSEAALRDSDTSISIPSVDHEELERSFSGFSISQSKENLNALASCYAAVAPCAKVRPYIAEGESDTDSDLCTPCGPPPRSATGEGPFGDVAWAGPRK
Numbers without * were called inactive; i = inactive. Random draw from the library. About 1.9% of those tested had a hit in this group.

Values run as follows: Kir21 inh | KCNQ2 inh
CCOc1ccccc1N(CC(=O)NCC1CCCO1)C(=O)CCC(=O)Nc1nccs1 (stereo unspecified)
    1.8 | i
COc1ccc(F)cc1S(=O)(=O)NCc1cc(=O)n(C)c(=O)n1C
    -0.52 | i
O=C(Nc1cccc(O)c1)c1cc(-c2ccco2)on1
    0.12 | i
O=C(NCc1cccc(Cl)c1)C1CCC(=O)N(CCCN2CCOCC2)C1 (stereo unspecified)
    -0.08 | i
COc1ccc(C2=NOC(C(=O)Nc3ccc(C)cc3)C2)cc1OC (stereo unspecified)
    -0.86 | i
O=C(CCSCc1ccccc1F)N1CCN(c2ccccn2)CC1
    -1.3 | i
O=C(NCC1(c2ccccc2)CCCC1)c1ccccc1
    -0.26 | i
O=C(Cc1cccs1)NCCCc1ccccc1
    -1.3 | i
CCn1c(O)c(/C=N/n2cnnc2)sc1=S
    -0.1 | i
CCOc1ccc(NC(=O)C2C(c3ccccc3)C2(Cl)Cl)cc1 (stereo unspecified)
    -0.83 | i
CCCN1CCN(CC(O)COC(c2ccc(OC)cc2)c2ccc(OC)cc2)CC1 (stereo unspecified)
    1 | i
CCN(CC)C1CC(=O)N(c2ccc(Br)cc2)C1=O (stereo unspecified)
    1.7 | i
COc1ccc(CNC(=O)C2CC(c3cccc(OC)c3)=NO2)cc1 (stereo unspecified)
    -0.99 | i
O=C(O)CNC(=O)C12CC3CC(CC(Cl)(C3)C1)C2
    1.2 | i
CCOC(=O)C1CCN(C(=O)CN2C(=O)COc3ccc(C(C)(C)C)cc32)CC1
    0.11 | i
CCCCCN(C(=O)COC(=O)Cc1c(C)nc2ccccc2c1C)c1c(N)n(CCCC)c(=O)[nH]c1=O
    0.36 | i
COc1cc2cc(Oc3ccc4ccc(=O)oc4c3)c(=O)oc2cc1O
    -1.7 | i
Cc1cccnc1NC(=O)C1CCN(S(=O)(=O)c2cccs2)CC1
    0.01 | i
CN(C(=O)CSc1nc2ccccc2n1CCc1ccccc1)C1CCS(=O)(=O)C1 (stereo unspecified)
    -0.68 | i
CCCOC(=O)c1c(NC(=O)CCCn2nc([N+](=O)[O-])c(Cl)c2C)sc(C(=O)OC)c1C
    -0.07 | i
COc1cc(Cl)c(C)cc1NC(=O)CNC(=O)Cn1cnc2ccccc2c1=O
    -0.07 | i
CCCCCn1c(-c2ccco2)nc2nc3ccccc3nc21
    1.1 | i
O=C(O)c1ccc(-n2c(=O)c3ccccc3c3ccccc3c2=O)cc1
    -0.04 | i
O=C(Nc1ccc(N2CCOCC2)cc1)c1cnccn1
    0.02 | i
COCc1c(C(=O)N/N=C(/C)c2ccc(OCc3ccccc3)cc2)nnn1-c1nonc1N
    -0.48 | i
O=C(Nc1cccc(C(=O)O)c1)/C(=C/c1ccc2c(c1)OCO2)NC(=O)c1cccc(Br)c1
    1.9 | i
Cc1cccc(C)c1NC(=O)N1CCCC1C(=O)Nc1ccc(-n2cnnn2)cc1 (stereo unspecified)
    0 | i
NC(=S)C(c1ccccc1)c1ncc(C(F)(F)F)cc1Cl (stereo unspecified)
    -2.8 | i
CCN(CC)S(=O)(=O)c1ccc(Cl)c(NC(=O)COC(=O)c2cccn2C)c1
    -1.1 | i
CN(C)CCCNC(=S)N(Cc1cccs1)Cc1cc2cc3c(cc2[nH]c1=O)OCCO3
    -0.04 | i

Values run as follows: Kir21 inh | KCNQ2 inh
CC1CC(NC(=O)/C=C/C(=O)O)CC(C)(C)C1 (stereo unspecified)
    1.1 | i
COC(=O)c1sccc1S(=O)(=O)Nc1ccc(C)cc1
    -0.01 | i
Cc1cc(C)c2nc(SCC(=O)NNC(=O)c3ccco3)c(C)cc2c1
    1.1 | i
Cc1[nH]c2ccccc2c1/C=C/C(=O)c1ccccc1
    -0.39 | i
COc1cc(C(=O)N/N=C(\C)Cn2nc([N+](=O)[O-])cc2C)ccc1O
    0.68 | i
O=C(Nc1ccccc1O)c1ccccc1O
    1.1 | i
CC1CC(C)CN(CCC(=O)Nc2cccc(Cl)c2)C1 (stereo unspecified)
    -0.29 | i
Cc1nn(Cc2ccccc2)c(C)c1NC(=O)CCC(=O)O
    0.43 | i
COC(=O)c1c(C)[nH]c(C(=O)/C=C/c2ccc(Cl)cc2)c1C
    -0.85 | i
Cc1ccc(S(=O)(=O)N(CC(=O)Nc2ccccc2)C(=O)N2CCN(C)CC2)cc1
    -0.63 | i
OC(CNCc1ccc2c(c1)OCO2)COc1ccc(F)cc1 (stereo unspecified)
    0.82 | i
CC(C)CCNC(=O)C1CCCCN1S(=O)(=O)c1ccc(F)cc1 (stereo unspecified)
    -0.06 | i
Cc1cc(-c2cc(-c3ccccc3)on2)nc(NCC2CC2)n1
    2.1 | i
CC(=O)Nc1cccc2c1C(=O)N(c1cccc(C)c1)C2=O
    0.36 | i
CN(Cc1cccc(F)c1)CC(O)COCc1ccccc1Cl (stereo unspecified)
    -0.16 | i
O=[N+]([O-])c1cc(S(=O)(=O)Nc2ccc(Cl)cc2)ccc1N/N=C/c1ccncc1
    0.15 | i
COc1ccc(NS(=O)(=O)c2cccc3nsnc23)cc1OC
    0 | i
Cc1cc(=O)[nH]c(SCC(=O)/C=C2\N(C)c3ccccc3C2(C)C)n1
    -0.97 | i
O=C(c1ccco1)N1CCN(C(=O)C2CCCO2)CC1 (stereo unspecified)
    1.2 | i
COc1ccc2[nH]c(=O)c(-c3nnn(-c4ccc(Cl)c(Cl)c4)n3)cc2c1
    -2.9 | i
Cc1ccccc1-c1noc(C23CC4CC(CC(C4)C2)C3)n1
    -2.4 | i
COc1ccc(CCNC(=O)Cn2cnc3c(cnn3-c3ccccc3Cl)c2=O)cc1OC
    1.2 | i
Cc1c(NC(=O)c2ccc(NS(=O)(=O)c3ccccc3)cc2)c(=O)n(-c2ccccc2)n1C
    0.35 | i
Cc1ccc(-c2nc(NCc3ccco3)c3ccccc3n2)cc1
    0.27 | i
O=C(Nc1nccs1)c1cc(N2CCOCC2)nc2ccccc12
    -0.98 | i
Cc1cc(C(=O)N/N=C/c2ccc(C)s2)n[nH]1
    -0.11 | i
CN(C(=S)NC(=O)/C=C/c1ccc(F)cc1)C1CCCCC1
    -0.8 | i
O=C(NC(=S)Nc1cccc([N+](=O)[O-])c1)C1CCCCC1
    1.4 | i
COC(=O)c1ccc(SCC(=O)NCc2ccccc2)c([N+](=O)[O-])c1
    0.03 | i
CCOc1ccc(NC(=O)CN2C(=O)CSc3ccc(S(=O)(=O)N4CCCC4)cc32)cc1
    -1.2 | i

Values run as follows: Kir21 inh | KCNQ2 inh
Cc1ccc(OCC(=O)N2CCN(S(=O)(=O)c3ccc(Cl)cc3)CC2)c([N+](=O)[O-])n1
    1.2 | i
CC(C)(C)c1ccc(OCCNC(=S)Nc2ccccc2)cc1
    -0.83 | i
COC(=O)c1sc(-c2ccc(Cl)cc2)cc1N
    1.9 | i
CC1CC(C)CN(C(=O)c2cc(-c3ccccn3)nc3ccccc23)C1 (stereo unspecified)
    -0.07 | i
Cc1cc(N)n(-c2ccc([N+](=O)[O-])cc2)n1
    0.27 | i
Oc1ccccc1C1=Nc2ccccc2N=C(c2ccco2)C1
    0.6 | i
Cc1ccc(NC(=O)c2cc(NC(=O)C3CC=CCC3C(=O)O)ccc2N2CCOCC2)cc1 (stereo unspecified)
    -0.93 | i
O=C(Nc1ccccc1)C1CCCCC1
    1.1 | i
c1ccc(-c2noc(-c3ccc4c(c3)OCO4)n2)nc1
    0.03 | i
CCC(C(=O)OCC(=O)Nc1ccc(Cl)c(S(=O)(=O)N(C)C)c1)c1ccccc1 (stereo unspecified)
    1 | i
Cc1cc(N)c2ccccc2n1
    1.7 | i
N#Cc1nc(-c2ccc(F)cc2)oc1N1CCCCC1
    -0.01 | i
COC(=O)COc1ccc(Oc2nc(SC)nc(N(C)C)n2)nn1
    1.3 | i
CCCS(=O)(=O)n1nc(-c2ccccc2)cc1N
    0.27 | i
O=C(Nc1cccc(NC(=O)C2CC2)n1)C1CC1
    0.62 | i
Cc1ccnc(N2CCCC(C(=O)Nc3ccc(C)c(C)c3)C2)n1 (stereo unspecified)
    0.03 | i
Cc1cccc(C)c1NC(=O)CCCSc1nnc(N)s1
    0.81 | i
Cc1ccc(CNC(=O)c2ccccc2CCc2ccccc2)cc1
    0.78 | i
CCCCN=C1NC(=O)C(CC(=O)Nc2ccc(Cl)cc2)S1 (stereo unspecified)
    -1.7 | i
CCN(CC)c1nc(N(CC)CC)[nH]c(=O)n1
    -1.2 | i
COC(=O)Nc1ccc(S(=O)(=O)N(CCO)CC(F)(F)C(F)F)cc1
    0.27 | i
COP(=O)(OC)c1nc(-c2ccccc2)oc1N1CCOCC1
    -0.69 | i
CCCN1CCN(C(=O)CCCNC(=O)c2ccc(Cl)cc2)CC1
    0.29 | i
CC(C)(C)NC(=O)C1N(c2cccnc2)C(=O)C2C(C(=O)Nc3ccccc3)C3(C)C=CC21O3 (stereo unspecified)
    2.1 | i
C=CCSc1nnnn1-c1ccc(OC)cc1
    1.4 | i
CCCc1nnc(NC(=O)CCC(=O)NC2CCCC2)s1
    0.54 | i
COc1cc(C#N)ccc1OCC(=O)NCc1cccs1
    0.43 | i
Cn1cncc1COC(=O)c1ccc(Cl)cc1
    -0.33 | i
CCCCN1C(=O)C(O)(CC(=O)c2c(C)n[nH]c2C)c2cc(Br)ccc21 (stereo unspecified)
    0.02 | i
Cc1cc(C(=O)N/N=C/c2c[nH]c3ccccc23)c(C)o1
    1.1 | i

Rewritten with each value named: two of the compounds above.
CCCN1CCN(C(=O)CCCNC(=O)c2ccc(Cl)cc2)CC1
  Kir21 inh = 0.29
  KCNQ2 inh = i
CC(C)(C)NC(=O)C1N(c2cccnc2)C(=O)C2C(C(=O)Nc3ccccc3)C3(C)C=CC21O3 (stereo unspecified)
  Kir21 inh = 2.1
  KCNQ2 inh = i

Reprinted at random: 3 entries already listed.
Values run as follows: Kir21 inh | KCNQ2 inh
CC1CC(C)CN(C(=O)c2cc(-c3ccccn3)nc3ccccc23)C1 (stereo unspecified)
    -0.07 | i
CCn1c(O)c(/C=N/n2cnnc2)sc1=S
    -0.1 | i
Cc1ccc(-c2nc(NCc3ccco3)c3ccccc3n2)cc1
    0.27 | i

The list continues:
SMILES | Kir21 inh | KCNQ2 inh
CC1(C)CC(=O)C(C=NCCN2CCN(C(=O)c3ccccc3)CC2)=C(O)C1 | -0.02 | i
CC(=O)c1cccc(NC(=O)N2CCCC2C(=O)NC2CCCC2)c1 (stereo unspecified) | -1.9 | i
CCCC1(C(=O)O)NC(c2ccccc2O)C2C(=O)N(c3cccc(Cl)c3)C(=O)C21 (stereo unspecified) | 0.88 | i
CCNc1nc(N)nc(Oc2ccc(OCC)nn2)n1 | 1.3 | i
CCCCNC(=O)CNC(=S)N(Cc1ccccc1F)C1CCCCC1 | -0.01 | -6.8*
COc1ccccc1N1CCN(C(=O)c2ccc(N3CCCC3=O)cc2)CC1 | 0.35 | i
O=c1cc(O)nc(-c2ccccc2)s1 | -0.19 | i
CC(=O)N1CCc2cc(Br)cc(S(=O)(=O)N3CCN(c4ccccn4)CC3)c21 | 0.24 | i
COc1ccc(Cc2nnc(NCCO)[nH]c2=O)cc1 | 0.17 | i
C=CCN1CCN(C(CCC)c2nnnn2Cc2ccco2)CC1 (stereo unspecified) | -0.24 | i
O=C(COC(=O)/C=C/c1ccccc1)Nc1nnc(-c2ccccc2)o1 | 1.5 | i
CCC(NC(=S)NC1CCCCC1)c1ccc(C)cc1 (stereo unspecified) | -2.9 | i
Cn1nc(C(F)(F)F)cc1-c1ccc(/C=C(\C#N)C(=O)c2ccccc2)s1 | 0.03 | i
O=C(/C=C/c1ccc(Br)o1)OCc1nc2ccsc2c(=O)[nH]1 | -0.02 | i
Cc1cccc(C(=O)N2CCCC(CCC(=O)N3CCN(c4ccccn4)CC3)C2)c1 (stereo unspecified) | -0.92 | i
COc1cccc(-n2c(SCC(=O)O)nnc2-c2cccnc2)c1 | 1.3 | i
O=C(Nc1ccc([N+](=O)[O-])cc1)Nc1nc(-c2ccc(Cl)s2)cs1 | 0.09 | i
Cc1ccc(NC(=O)CCn2ccc([N+](=O)[O-])n2)nc1 | 0.41 | i
O=C(N/N=C/c1ccccc1Br)c1ccc(CSc2cccc3cccnc23)cc1 | -0.12 | i
CN(C)CCC(=O)N1c2ccccc2Sc2ccc(Cl)cc21 | -0.62 | i
CC(=O)c1cccc(N/C=C\c2nnnn2-c2ccc(F)cc2)c1 | -2.6 | i
Cc1ccc(OCCCCn2ccnc2C)c(C)c1 | 1.2 | i
O=C(NC1CCS(=O)(=O)C1)/C(=C/c1ccc(Cl)cc1)NC(=O)c1ccccc1 (stereo unspecified) | -1.1 | i
COc1ccc(NC(=O)c2cc3ccccc3cc2OC)cc1 | 0.85 | i
CC(=O)n1nc(-c2ccncc2)nc1SCC(=O)Nc1cccc(Cl)c1 | -0.88 | i
Cc1ccc(NC(=O)c2cc(S(=O)(=O)N3CCC4(CC3)OCCO4)ccc2F)cc1 | -0.53 | i
Cn1c(=O)c2ncn(CC(=O)N/N=C/c3ccco3)c2n(C)c1=O | -0.2 | i
c1ccc(Oc2nc3ccccc3n3cccc23)cc1 | 0.89 | i
COc1ccc2oc(=O)c(-c3cn4ccc(C)cc4n3)cc2c1 | -0.13 | i
CC1CCCN(CC(=O)Nc2ccc(S(=O)(=O)N3CCCC3)cc2)C1 (stereo unspecified) | 0.1 | i

The closing two entries of the part before are carried over, then new ones follow.
SMILES | Kir21 inh | KCNQ2 inh
COc1ccc2oc(=O)c(-c3cn4ccc(C)cc4n3)cc2c1 | -0.13 | i
CC1CCCN(CC(=O)Nc2ccc(S(=O)(=O)N3CCCC3)cc2)C1 (stereo unspecified) | 0.1 | i
O=C(O)CN1CCN(C(c2ccccc2)c2ccccc2)CC1 | 0.58 | i
c1ccc(OCCCc2nc(-c3cccnc3)no2)cc1 | -1.5 | i
O=C(O)C1CC=CCC1C(=O)N1CCc2ccccc21 (stereo unspecified) | 1.2 | i
COC(=O)c1ccc2c(=O)n(CC3CCCO3)c(SCC(=O)Nc3ccc(OC)cc3OC)nc2c1 (stereo unspecified) | -2.7 | i
